Screens: PubChem BioAssay, several laboratories
IDE cell inh – inhibits human insulin-degrading enzyme in HEK cells | P14735 | FAbetaB cleavage, fluorescence polarization | inhibition, % at 5.59 µM | 320,000 compounds, 0.41% hits | AID 434962;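 active = percent inhibition above the average of all tested compounds plus 3 SD, set per screening campaign, cut at about 16% in these data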;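 note: IDE supplied by intact live HEK cells; FP after avidin binding of uncleaved biotin substrate so inhibition keeps polarization high; 0% = DMSO wells and 100% = 60 µM reference IDE inhibitor Ii1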
pCIP destab – lowers stability of the mouse p/CIP coactivator protein; Q05BA5; F442A p/CIP-EGFP cells, EGFP fluorescence, 16 h; decrease of EGFP signal, % at 10 µM; 290,000 compounds, 0.01% hits; AID 1984;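 active = EGFP signal decrease of at least 30% at 10 µM or well 3 SD below plate mean, unless failing retest; inactive = the rest, including hits failing retest or dose response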; note: some compounds called inactive have numbers as strong as hits; many of its hits are not listed in these tables
M18AAP inhibitor – blocks P. falciparum M18 aspartyl aminopeptidase; recombinant PfM18AAP, H-Glu-NHMec fluorogenic cleavage; inhibition, % at 7.35 µM; 290,000 compounds, 1.2% hits; AID 1822;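 active = inhibition above the campaign mean inhibition over all tested compounds plus 3 SD, cut at about 28% in these data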;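 note: 0% = plate median of test compound wells and 100% = 2 mM ZnCl2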
SUMO HTRF inh – SUMOylation inhibition; P63279; HTRF SUMOylation assay, SAE1/SAE2 + UBC9, in vitro; inhibition, % at 35 µM; 290,000 compounds, 0.36% hits; AID 2006; in the data active = inhibition above about 50%, passing the limit was not always enough; note: strong numbers were not always called active
IMP-1 inh – inhibitors of Pseudomonas aeruginosa IMP-1 metallo-beta-lactamase; purified IMP-1, nitrocefin hydrolysis, epi-absorbance fluorescence; inhibition, % at 5.6 µM; 290,000 compounds, 0.45% hits; AID 1556;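 active = inhibition above the mean plus 3 SD of all compounds in the same screening run, cut at about 4.5% in these data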;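 note: 0% = IMP-1 with DMSO and 100% = DMSO wells lacking enzyme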
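System: Purified recombinant IMP-1 metallo-beta-lactamase enzyme | Measured by: Fluorescence quenching readout, ex 480/em 530 nm | Replication: Singlicate | Incubation: 15 min preincubation plus 25 min reaction at 25 °C | Evaluation: Percent inhibition from optical density relative to buffer-blank wells | Benchmarks: DMSO with and without IMP-1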
IDE act – boosts human insulin-degrading enzyme activity in HEK cells | P14735 | FAbeta-B cleavage, fluorescence polarization; 0% vehicle, 100% cell-free pure enzyme wells | activation, % at 5.96 µM | 340,000 compounds, 0.073% hits;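 active = activation above the mean of all tested compounds plus 3 SD, set per screening campaign, cut at about 17% in these data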
HCV NS3 hel inh – HCV NS3 helicase inhibition | NS3 helicase DNA unwinding, Cy5 molecular beacon fluorescence | 290,000 compounds, 0.56% hits | inhibition, % at 10.9 µM;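 active = inhibition above the mean of all tested compounds plus 3 SD, set per campaign, cut at about 35% in these data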;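 note: 0% = DMSO wells and 100% = thioflavine S control wells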
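Compound dosing – single dose, 10.9 µM nominal final, DMSO 0.8% final · System – NS3 helicase fragment of HCV · Buffer or medium – MOPS pH 6.5, MgCl2, DTT, Tween20, BSA · Signal – Cy5 beacon fluorescence read at start and 1 h · Also added – annealed dual-labelled DNA beacon duplex, ATP-started · Schedule – 1 h at 25 °C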
FID counter – counter-screen for HCV NS3 helicase inhibitors: DNA intercalator displacement | DNA fluorescent intercalator displacement, fluorescence | inhibition, % at 7.9 µM | 290,000 compounds, 0.17% hits; in the data active = inhibition above about 37%;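 note: 0% = vehicle and 100% = reference compound; higher means more ethidium bromide displaced from hairpin DNA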
VIM-2 inh – inhibitors of Pseudomonas aeruginosa VIM-2 metallo-beta-lactamase; purified VIM-2, nitrocefin hydrolysis, epi-absorbance fluorescence; inhibition, % at 5.6 µM; 290,000 compounds, 0.89% hits; AID 1527;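 active = inhibition above the mean of all tested compounds plus 3 SD, cutoff set per screening run, cut at about 7.5% in these data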;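 note: red hydrolysis product quenches plate fluorescence so inhibitors raise well fluorescence; 0% = enzyme with DMSO and 100% = DMSO without enzyme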
The depositor's hits bear a star; / = no result given.

SMILES	IDE cell inh	pCIP destab	M18AAP inhibitor	SUMO HTRF inh	IMP-1 inh	IDE act	HCV NS3 hel inh	FID counter	VIM-2 inh
Cc1nn(CC(=O)NCc2ccc(C(=O)O)cc2)c(C)c1[N+](=O)[O-]	-0.8	1.6	-4.3	-1.9	-2.9	-9.0	4.0	0.9	-3.6
Cc1ccccc1C(=O)NCCc1nnc(SCC(=O)Nc2nc(-c3ccccc3)cs2)n1C	5.9	0.2	-1.1	0.3	-1.9	-4.4	-7.4	-3.9	-1.3
CCn1c(=O)cc(SCC(=O)N2CCC(C)CC2)c2ccccc21	-0.9	-3.7	4.6	-6.9	-3.1	5.2	12.5	-32.1	-0.5
Cc1oc(/N=C/c2ccccc2O)c(C#N)c1C	2.1	-14.2	5.0	13.7	-2.6	-5.1	6.4	-5.7	-0.5
CCC(C)NC(=O)c1cc(Cl)ccc1OC (stereo unspecified)	-0.7	-5.0	2.3	18.3	-2.7	-1.0	2.5	0.2	-2.4
Cc1cccc(NC(=S)N2CCC(O)CC2)c1C	-0.6	-12.0	-3.0	-1.5	-1.9	7.7	5.5	4.1	-2.7
CC(=O)N1CCOc2ccc(S(=O)(=O)NCCc3ccc(C)cc3)cc21	9.0	7.8	-3.1	3.7	-0.6	0.7	4.7	-19.0	-2.1
O=[N+]([O-])c1ccc2nc(C3CCCCC3)[nH]c2c1	3.6	-1.5	7.5	10.2	-3.2	1.0	-2.0	3.8	0.0
CCOc1ccccc1NC(=S)N(CCN(C)C)C(C)c1ccncc1 (stereo unspecified)	4.7	6.7	-0.2	-18.8	-2.3	1.6	7.7	2.9	-1.6
Cc1ccc2nc(-c3cccc(S(=O)(=O)N(C)C)c3)cn2c1	5.1	-5.4	1.6	13.7	0.0	-7.2	-4.6	-5.1	-1.5
COc1cccc(N/C(N)=N/c2nc(C(F)(F)F)cc(C(F)(F)F)n2)c1	7.7	-4.4	6.9	-1.7	-2.2	2.0	-5.9	-11.5	-2.2
CCOC(=O)C(C)(C)Sc1nc2c(cnn2-c2ccc(F)cc2)c(=O)[nH]1	-0.8	-7.6	-1.7	-0.3	-3.0	1.3	-7.5	-28.9	0.2
CC(=O)c1ccc(S(=O)(=O)N(Cc2cc3cc4c(cc3[nH]c2=O)OCCO4)CC2CCCO2)cc1 (stereo unspecified)	-0.3	-7.6	-1.2	24.9	-1.9	3.1	-2.3	-0.2	-0.4
CC(C)c1cc(C(=O)Nc2cccc(Cl)c2)no1	1.8	-14.1	1.3	3.4	-0.6	1.7	0.9	-0.1	-0.6
CCC(C)c1ccc(NC(=S)N2CCN(C(=O)C3CCCO3)CC2)cc1 (stereo unspecified)	2.1	-4.3	0.4	-8.6	-1.6	4.0	-0.3	-32.6	-1.1
CCCCCCCCSc1nnc(/N=C/N(C)C)s1	-5.2	0.2	7.9	11.8	0.2	2.1	0.8	-20.8	-1.6
O=c1cc(O)nc(SCc2ccccc2Cl)[nH]1	4.4	7.0	1.7	14.7	-0.9	4.6	4.0	-2.4	-3.4
CCn1c(SCC(=O)N2CCN(c3cccc(Cl)c3)CC2)nc2ccccc2c1=O	6.6	-8.5	10.6	-4.9	-8.2	-2.6	-4.6	-2.0	3.8
CSc1c2c(nc3ncnn13)CCC2	1.5	6.7	-0.2	8.0	-2.6	3.0	-1.0	-2.5	-2.8
Cc1cc(C(=O)Nc2ccc(C)c(S(=O)(=O)N3CCOCC3)c2)c(C)o1	1.4	-7.2	1.3	5.4	-3.2	8.0	2.6	-12.1	-4.8
COC(=O)C1=C(C)N(C)C(C)=C(C(=O)OC)C1c1ccncc1	1.7	5.3	4.2	3.5	-4.2	3.3	-2.6	-2.6	-1.3
COc1ccc(NC(=O)c2cccc3c(Br)cccc23)cc1	5.8	-4.1	4.0	-5.1	-2.0	-2.7	3.9	-5.1	-3.0
N/C(CCS(=O)(=O)c1ccc(Cl)cc1)=N\OC(=O)c1ccc(Cl)cc1	-2.8	7.5	0.4	-15.1	-4.2	0.9	0.9	-1.2	-3.1
CC1=NN(c2ccccc2)C(=O)C1=C(C)C	2.7	-3.3	8.6	9.5	-2.7	-6.0	-4.1	-6.0	-2.1
COC(=O)c1ccc(NC(=O)c2cccc(NC(=O)c3ccco3)c2)cc1	-1.0	-9.9	1.9	9.0	0.3	4.4	4.9	-12.2	-3.2
O=C(O)CCCn1c(=S)[nH]c2c(sc3ccc([N+](=O)[O-])cc32)c1=O	8.2	-38.7	17.8	6.8	-2.8	4.0	4.4	-6.8	-1.7
O=c1[nH]c(C2CCN(S(=O)(=O)c3ccc4c(c3)OCCO4)CC2)nc2c1nnn2Cc1cccc(F)c1	0.2	-4.4	-0.3	9.2	-3.1	6.0	-9.4	-45.5	-1.7
Cc1ccc(NC(=O)C2CCCN(S(=O)(=O)c3cccnc3)C2)cc1C (stereo unspecified)	-0.8	-3.3	-4.5	-8.5	-1.9	-2.8	-0.2	-30.6	0.7
COc1ccc(CN2CCC(n3nccc3NC(=O)C3CCCC3)CC2)cc1	-3.8	-9.9	-3.3	-3.4	-2.2	4.1	-62.2	3.9	-2.6
CCOC(=O)c1ccc(N2CSC3=C(C#N)C(c4cccs4)CC(=O)N3C2)cc1 (stereo unspecified)	4.2	-12.0	31.9*	36.4	-0.8	-4.1	15.2	-3.6	-2.5

Compounds listed so far containing a cyano group, in the order listed:
SMILES	IDE cell inh	pCIP destab	M18AAP inhibitor	SUMO HTRF inh	IMP-1 inh	IDE act	HCV NS3 hel inh	FID counter	VIM-2 inh
Cc1oc(/N=C/c2ccccc2O)c(C#N)c1C	2.1	-14.2	5.0	13.7	-2.6	-5.1	6.4	-5.7	-0.5
CCOC(=O)c1ccc(N2CSC3=C(C#N)C(c4cccs4)CC(=O)N3C2)cc1 (stereo unspecified)	4.2	-12.0	31.9*	36.4	-0.8	-4.1	15.2	-3.6	-2.5

More results follow.
SMILES	IDE cell inh	pCIP destab	M18AAP inhibitor	SUMO HTRF inh	IMP-1 inh	IDE act	HCV NS3 hel inh	FID counter	VIM-2 inh
Fc1ccccc1N1CCN(Cc2nc(-c3ccccc3)no2)CC1	-2.7	-7.0	-9.1	-4.6	-1.5	5.2	-5.0	-10.1	-1.2
CCc1cc2c(SCc3nc4sc(C(C)=O)c(C)c4c(=O)[nH]3)ncnc2s1	6.8	-2.9	-2.9	8.5	-2.5	-2.9	5.3	-7.2	-1.9
Cc1ccc(NC(=S)NNC(=O)c2ccccc2OC(F)F)cc1	-3.7	1.9	4.0	3.3	-3.2	0.2	-1.2	-3.5	0.3
COc1ccc(NC(=S)NC(NC(=O)C(C)C)C(Cl)(Cl)Cl)c([N+](=O)[O-])c1 (stereo unspecified)	4.0	1.5	-1.1	-7.4	-2.5	4.5	-6.2	-0.8	1.0
CCN(CC)CCC(=O)Nc1ccc2c(c1)N(C(=O)CN(CC)CC)c1ccccc1CC2	3.9	-14.1	-9.9	13.7	-3.4	1.2	-36.8	18.1	1.0
CCOC(=O)C1CCN(c2cc3c(cc2NC(=O)c2ccccc2OCC)n(C)c(=O)n3C)CC1	5.9	-11.1	9.1	25.9	-1.9	-2.8	-17.4	-58.3	-0.4
Cc1ccc2[nH]c(C)c(CCNC(=O)c3c(N)no[n+]3[O-])c2c1	-8.0	10.2	3.3	3.6	0.2	-2.9	-6.8	-4.0	2.5
Cc1ccc(S(=O)(=O)N2CCCC(c3nc(-c4ccc(C)o4)no3)C2)cc1 (stereo unspecified)	3.7	-5.0	-0.8	2.9	3.6	4.7	5.3	-7.1	-0.1
CC(=O)Nc1cccc(/C(C)=N/NC(=O)c2cccc(S(=O)(=O)N3CCOCC3)c2)c1	-5.5	0.9	-1.6	0.0	-4.3	-1.4	8.2	-7.4	-4.0
COc1ccc(Cn2nnnc2CN2CCN(c3ccc(OC)cc3)CC2)cc1	3.0	7.1	7.5	0.1	-1.1	4.6	11.1	-21.1	-3.0
CCCOc1cccc(C2/C(=C(\O)c3ccc4c(c3)OCCO4)C(=O)C(=O)N2CCCn2ccnc2)c1 (stereo unspecified)	5.2	-15.1	6.6	16.2	-3.0	-1.1	41.0*	-25.4	-3.3
Cn1ncc(Cl)c1C(=O)N1CCCc2ccccc21	0.2	2.3	-3.0	6.1	0.3	-0.6	7.0	-2.0	-3.6
S=C(N=Nc1ccccc1)NNc1ccccc1	4.3	-3.6	1.8	-16.7	-3.2	3.9	-0.6	5.1	-0.9
CSc1ccc(CCNC(=O)CCc2nnc3ccc(N4CCCC4)nn23)cc1	-1.7	2.0	-12.5	1.3	-4.2	6.6	-6.2	-52.1	-3.9
COc1ccc(N(CC(=O)N/N=C/c2ccco2)S(=O)(=O)c2ccccc2)cc1Cl	-1.5	-5.7	7.2	-3.2	-2.6	5.3	-16.5	-32.0	-3.0
COC(=O)c1ccc(N2CCN(C)CC2)c(NC(=O)COc2cccc(C)c2)c1	-0.7	-25.7	-4.6	19.4	0.6	-3.1	5.6	5.4	3.9
COc1ccc(C)cc1NC(=O)CCS(=O)(=O)c1cc2c(cc1Cl)NC(=O)CO2	7.6	-0.9	-0.4	22.7	-4.1	-4.3	12.5	-8.1	-3.7
CCOC(=O)C1CCCN(C(=O)c2ccccc2[N+](=O)[O-])C1 (stereo unspecified)	0.9	3.7	0.0	-3.8	-2.6	3.5	4.8	0.8	-2.8
Cc1ccn(S(=O)(=O)c2ccc3oc(=O)ccc3c2)n1	-0.8	-20.8	-10.3	12.0	-0.1	0.4	4.1	-5.2	-0.2
CCN1CCN(S(=O)(=O)c2ccc(S(=O)(=O)NC3CC3)cc2)CC1	4.0	-22.1	-1.8	3.6	-2.4	-2.2	9.7	1.1	1.1
COCCn1c(-c2cc(OC)c(OC)c(OC)c2)nc2oc3ccccc3c(=O)c2c1=O	2.2	-14.9	/	16.8	/	2.2	/	/	/
COc1ccc(C)cc1NC(=O)COC(C)=O	11.6	-2.0	-3.0	10.9	-6.6	7.0	-1.3	-5.8	-4.5
Cc1ccc(-n2nc3c(c2NC(=O)c2ccc(F)c(F)c2)CS(=O)(=O)C3)cc1	-3.4	-8.2	-9.5	-0.8	0.2	-2.1	18.2	-11.6	-1.1
CN(C)CCCN(C(=O)c1ccco1)c1nc2c(F)cccc2s1	-0.8	6.4	-0.1	6.3	-1.3	0.2	-17.9	8.4	-2.5
CCC(O)(C#CCN1CCCCC1)CC	0.9	-0.5	-0.1	13.5	-2.7	5.1	-2.0	1.9	-2.1
NC1=NC(c2ccc(Cl)cc2)N(c2ccc(S(N)(=O)=O)cc2)C(N)=N1 (stereo unspecified)	4.2	3.8	-1.0	57.6	-0.9	2.2	-4.4	-0.4	-1.9
N=c1c(-c2nc3ccccc3[nH]2)cc(C(=O)c2cccs2)nn1-c1ccccc1	-5.8	-23.8	1.0	-0.9	-1.8	2.5	-8.8	-4.2	-2.6
O=C(NC1CCOc2ccccc21)c1ccc(Cl)nc1 (stereo unspecified)	-0.8	5.4	0.1	4.6	-2.1	5.0	-3.0	-3.5	-3.5
CS(=O)(=O)c1ccc2nc(NC(=O)c3ccccc3Br)sc2c1	3.1	4.6	4.6	0.2	-3.8	1.5	-3.8	-6.5	-2.8
